Luciferase inh = blocks Photinus pyralis firefly luciferase activity. 72,000 tested, 2.2% active. P08659. Potency, µM (titrated, usually from 57.1 µM), inactives show at the highest dose activity change, negative = inhibition, usual class: inhibitors. AID 411. purified firefly luciferase, luminescence, 8 min; also: potency is read from the fitted curve at half-maximal effect; % is scaled to controls: 0 for no effect and ±100 for the full control effect; nearly all actives have a fitted effect of over 40% in size
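Luminescence read-out after 8 min at room temperature; enzyme reaction used luciferin plus 10 uM ATP (linear range) in imidazole buffer pH 7.2 with KCl, MgCl2, Tween 20 and BSA. Each sample was run as a titration.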
Tau fil binding = binders of human tau filaments; P10636; recombinant tau filaments, thioflavin S fluorescence, 15 h; filaments grown with octadecylsulfate alongside compound; Potency, µM (doses to about 57.1 µM), for the others: at the highest dose activity change, negative = inhibition; 71,000 tested, 2% active; AID 596;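 also: potency is read from the fitted curve at half-maximal effect; % is scaled to controls: 0 for no effect and ±100 for the full control effect; actives lower thioflavin S fluorescence by blocking filaments or displacing dye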
Target sequence (P10636 whole entry, looked up): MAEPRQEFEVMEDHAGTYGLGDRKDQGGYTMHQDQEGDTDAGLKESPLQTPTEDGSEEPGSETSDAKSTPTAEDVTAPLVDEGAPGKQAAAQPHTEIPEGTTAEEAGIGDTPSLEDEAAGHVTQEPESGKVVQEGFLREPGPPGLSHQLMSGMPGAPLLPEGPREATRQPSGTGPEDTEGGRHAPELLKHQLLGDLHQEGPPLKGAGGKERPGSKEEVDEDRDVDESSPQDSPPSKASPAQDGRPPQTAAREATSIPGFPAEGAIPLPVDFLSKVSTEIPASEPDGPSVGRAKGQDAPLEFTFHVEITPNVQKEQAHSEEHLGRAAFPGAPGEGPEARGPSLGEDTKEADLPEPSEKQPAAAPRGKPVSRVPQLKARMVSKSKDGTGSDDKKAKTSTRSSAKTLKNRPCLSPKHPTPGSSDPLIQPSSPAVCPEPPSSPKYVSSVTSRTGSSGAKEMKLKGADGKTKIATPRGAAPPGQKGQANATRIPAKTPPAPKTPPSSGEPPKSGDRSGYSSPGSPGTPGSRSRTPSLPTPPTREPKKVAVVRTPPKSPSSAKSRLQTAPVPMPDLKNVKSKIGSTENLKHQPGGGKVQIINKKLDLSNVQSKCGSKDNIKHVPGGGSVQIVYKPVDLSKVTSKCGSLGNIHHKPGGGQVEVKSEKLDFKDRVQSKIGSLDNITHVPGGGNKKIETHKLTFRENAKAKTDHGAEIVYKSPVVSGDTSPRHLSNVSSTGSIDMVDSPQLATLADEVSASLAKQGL
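Thioflavine S fluorescence (ex 450, em 510 nm) reports filaments formed from 1 uM human tau plus 30 uM ODS over 15 h at 37 C (10 mM HEPES pH 7.4, 100 mM NaCl, 5 mM DTT); compounds displacing dye or blocking filaments lower signal.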
Caspase-1 inhib = caspase-1 (human) inhibition, allosteric or competitive. AID 900. Potency, µM (titrated, usually from 57.5 µM), without a hit: at the top dose activity change, negative = inhibition, actives largely listed as inhibitors. Caspase-1 enzyme, Ac-WEHD-AFC fluorogenic rate. P29466. 75,000 tested, 0.03% active;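 also: potency is read from the fitted curve at half-maximal effect; plate controls were vehicle for no effect and no substrate for full effect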
Target sequence (P29466 120-297 limits assumed): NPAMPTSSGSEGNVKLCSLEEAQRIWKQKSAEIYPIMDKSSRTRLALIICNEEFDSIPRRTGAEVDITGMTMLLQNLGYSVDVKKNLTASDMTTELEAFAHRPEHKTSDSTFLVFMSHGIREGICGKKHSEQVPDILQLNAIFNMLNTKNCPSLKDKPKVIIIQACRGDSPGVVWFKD
Target sequence (P29466 317-404 limits assumed): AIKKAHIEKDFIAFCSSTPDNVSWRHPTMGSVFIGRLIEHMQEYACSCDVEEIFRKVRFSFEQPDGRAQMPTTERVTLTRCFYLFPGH
A350 fluor = compounds fluorescent in Alexa 350 spectral region. Compound autofluorescence, 340/450 nm, Alexa 350 dye-equivalents; stronger effect = higher value. max dye-equivalent concentration, M. 59,000 tested, 11% active; in the data active = max dye-equivalent concentration above about 10 nM; inconclusive = mostly about 1.1 nM to 9.6 nM
Casp7 inh = allosteric or competitive inhibitors of human caspase-7; Potency, µM (highest dose often 57.5 µM), without a hit: top-dose activity change, negative = inhibition, usual class: inhibitors; AID 889; 75,000 tested, 0.02% active; recombinant caspase-7, Ac-DEVD-AFC fluorescence rate; active = well fitted inhibition curve with a large enough effect in the main read-out, with a control signal flat, not every such curve was filed as active; inconclusive = small, poorly fitted or top-dose-only effect, or a change in a side signal; also: potency is read from the fitted curve at half-maximal effect; % of control where 0% means no effect
Rhodamine fluor = compound autofluorescence in rhodamine spectral region. max dye-equivalent concentration, M. 59,000 tested, 0.05% active. Rhodamine-region fluorescence, 547/598 nm, Tris buffer; stronger effect = higher value; in the data active = max dye-equivalent concentration above about 11 nM; inconclusive = between about 1.1 nM and that limit
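Compound fluorescence in 100 mM Tris, pH 8.0, read after 15 min at room temperature with 547 nm excitation and 598 nm emission. Output is dye-equivalent concentration from an on-plate rhodamine standard series.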
Fluorescein autfl = compound autofluorescence in fluorescein spectral region; Compound autofluorescence, 480/540 nm, fluorescein-equivalent; stronger effect = higher value; 59,000 tested, 0.91% active; AID 593; max fluorescein-equivalent concentration, M; in the data active = max fluorescein-equivalent concentration above about 10 nM; inconclusive = between about 1.1 nM and that limit
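Values reflect compound autofluorescence, normalized to fluorescein on the same plate and reported at each tested concentration. Conditions: 100 mM Tris pH 8.0, room temperature, 15 min, excitation 480 nm, emission 540 nm.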
TexasRed autofl = compound fluoresces in the Texas Red spectral region; Compound fluorescence, Texas Red channel, 547/618 nm; stronger effect = higher value; max dye-equivalent concentration, M; 59,000 tested, 0.06% active; in the data active = max dye-equivalent concentration above about 10 nM; inconclusive = between about 1.1 nM and that limit
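Pin-transferred compounds and Texas Red standards go into 100 mM Tris buffer, pH 8.0. After 15 min at room temperature, plates are imaged with 547/618 nm filters. Each value is a dye-equivalent concentration derived from the per-plate dye curve.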
HEK293 cAMP ctrl = counter-screen for TSHR agonists: cAMP increase in parental HEK293; parental HEK293 CNG cAMP sensor, membrane potential fluorescence; Potency, µM (doses to about 57.1 µM), inactives show at the top dose activation, hits mostly activators; 73,000 tested, 2.5% active; AID 938; also: potency is read from the fitted curve at half-maximal effect; % of control where 0% means no effect; nearly all actives have a fitted effect of over 55% in size
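Parental HEK 293 cells stably expressing a modified CNG channel (no TSHR) report cAMP rise as membrane depolarization. Membrane potential dye with 100 uM RO 20-1724 was loaded for 60 min at room temperature, then compound added for 30 min; fluorescence read at 590 nm.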
4-MU autofl = 4-MU region autofluorescence. max dye-equivalent concentration, M. AID 589. compound autofluorescence, 340/450 nm, 4-MU equivalents; stronger effect = higher value. 59,000 tested, 11% active; in the data active = max dye-equivalent concentration above about 10 nM; inconclusive = mostly about 1.1 nM to 9.6 nM
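Compounds in 100 mM Tris, pH 8.0, sat 15 min at room temperature before fluorescence was read at 340 nm excitation/450 nm emission; a per-plate six-point 4-MU standard curve converted signals to dye-equivalent concentration at each compound concentration.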
ERK AVP block = vasopressin-driven ERK pathway inhibition. HEK293-V1b, vasopressin-stimulated pERK AlphaScreen. Potency, µM (titrated, usually from 57.5 µM), for inactives: top-dose activity, negative = inhibition, most hits filed as inhibitors. 72,000 tested, 0.99% active; also: potency is read from the fitted curve at half-maximal effect; % is scaled to controls: 0 for no effect and ±100 for the full control effect; nearly all actives have a fitted effect of over 55% in size
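Overnight-seeded V1b-HEK293 cells in 1% FBS got compound, then vasopressin (25 nM final, 5 min, 37C), then lysis buffer. AlphaScreen detection of phospho-ERK; activity normalized to basal and full-stimulation controls.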
* hit, by the source's call; i = inactive; u = inconclusive; x = not tested or not shown; [ ] = another dose, or the depositor's remark. Unless noted, calls follow the shape of the dose curve; as a rule, active = well fitted curve in the direction sought with a large enough effect; inconclusive = small, poorly fitted or top-dose-only effect, or another doubt; inactive = no such curve, though single readings can be large; an effect the other way counts as inactive or inconclusive.

SMILES | Luciferase inh | Tau fil binding | Caspase-1 inhib | A350 fluor | Casp7 inh | Rhodamine fluor | Fluorescein autfl | TexasRed autofl | HEK293 cAMP ctrl | 4-MU autofl | ERK AVP block
Cc1cc2cc(CCNC(=O)c3ccc(S(=O)(=O)N4CCOCC4)cc3)c(=O)[nH]c2cc1C | 0% | 31% | -3% | i | -2% | i | u | i | -5% | i | -6%
CCCCOc1ccc(C2(C)CC(=O)NC2=O)cc1 (stereo not given) | -5% | 8% | 0% | x | 1% | x | x | x | 16% | x | -10%
CSc1nc(-c2ccccc2O)nc(-c2ccccc2O)n1 | -2% | -22% | 1% | i | 0% | i | u | i | 14% | i | u
CC(=O)Cc1nsc(NC(=O)c2ccc(-c3ccc(Cl)c(C(F)(F)F)c3)o2)n1 | 1% | -9% | 1% | i | 0% | i | u | i | 9% | i | -12%
CCN(CC)c1ccc(NC(=O)c2nc3nc(C)cc(C(F)F)n3n2)cc1 | -7% | 16µM* | 2% | x | -3% | x | x | x | -6% | x | -26%
Cc1cc(C(=O)COC(=O)CCc2nc3ccccc3s2)c(C)n1C | -2% | 2% | 0% | i | -1% | i | u | u | 7% | i | -16%
Cc1ccc2ncccc2c1 | x | 12% | -3% | x | 2% | x | x | x | u | x | 3%
CCCc1cc(=O)[nH]c(SC(CC)C(=O)Nc2ccccc2C#N)n1 (stereo not given) | -1% | -5% | -3% | i | -1% | i | i | i | -1% | i | 4%
Cc1ccc(-n2ncc(C#N)c2/N=C/N(C)C)cc1 | 0% | -11% | 2% | i | 1% | i | u | u | 19% | i | 2%
CCOC(=O)C1C(C)N=C2SCC(=O)N2C1c1cccc(Br)c1 (stereo not given) | 3% | 9% | -6% | x | -6% | x | x | x | u | x | u
Cc1nnc(SCc2ccc(C(=O)c3ccc(Cl)cc3)o2)n1-c1ccccc1 | 13µM* | -15% | -3% | u | -10% | i | i | i | 21% | u | -6%
COc1ccc(C(CNC(=O)Cc2cc(OC)c(OC)c(OC)c2)N2CCCC2)cc1 (stereo not given) | -1% | -6% | -1% | i | -2% | i | u | i | 6% | i | 31%
CCOC(=O)Nc1c(C)n(C)n(-c2ccccc2)c1=O | -1% | 7% | 1% | i | -1% | i | i | u | 0% | i | 7%
O=C1C(Cl)=C(Nc2ccc(S(=O)(=O)Nc3ccccn3)cc2)C(=O)c2ccccc21 | 2%[11.4 µM] | -12%[11.4 µM] | 0%[11.5 µM] | u | 2%[11.5 µM] | i | i | i | -3%[11.4 µM] | u | -26%[11.5 µM]
COc1ccccc1C(=O)NCc1ccncc1 | 1% | -9% | 0% | i | 0% | i | u | i | 0% | i | -7%
OC1CC2CC[C@H](C1)N2CCCN1c2ccccc2Sc2ccc(Cl)cc21 (stereo not given in full) | 0%[11.4 µM] | -17%[11.4 µM] | 2%[11.5 µM] | i | -1%[11.5 µM] | i | u | i | 5%[11.4 µM] | i | 7%[11.5 µM]
Cc1ccc(-c2csc(N(CC3CCCO3)C(=O)c3ccco3)n2)cc1 (stereo not given) | -4% | 34% | -5% | i | -2% | i | u | u | u | i | 24%
COc1ccc(C2CC(=O)c3cnc(NC(=O)c4ccccc4)nc3C2)cc1OC (stereo not given) | 0% | -11% | -1% | x | 0% | x | x | x | u | x | u
COC(=O)C1=C(NC(=O)c2cccs2)CCS1 | 0% | 5% | -14% | i | -7% | i | i | i | u | i | 8%
Cc1cc(-c2cc(C)c(O)c(C(C)(C)C)c2)cc(C(C)(C)C)c1O | -2%[11.4 µM] | -15%[11.4 µM] | 1%[11.5 µM] | i | 2%[11.5 µM] | i | i | u | 1%[11.4 µM] | i | -8%[11.5 µM]
O=C(NC1CCCC1)C(c1cccs1)N(C(=O)c1ccco1)c1ccc2c(c1)OCCO2 (stereo not given) | 0% | -7% | -2% | i | 0% | i | u | i | u | i | u
CC1CN(Cc2nc3c(c(=O)[nH]c(=O)n3C)n2CCN2CCOCC2)CC(C)O1 (stereo not given) | 0% | -4% | -2% | i | 0% | i | i | i | 5% | i | 1%
CN(C)c1ccc(CNC(=O)CN(C)S(=O)(=O)c2cccc3cccnc23)cc1 | 1% | -14% | -4% | x | -1% | x | x | x | -8% | x | 4%
Cc1c(NC(=O)C2CCN(S(=O)(=O)c3ccccc3)CC2)c(=O)n(-c2ccccc2)n1C | -2% | 22% | -4% | x | 0% | x | x | x | -4% | x | 5%
O=C(NCC(c1cccnc1)N1CCOCC1)Nc1ccccc1 (stereo not given) | -1% | -1% | -1% | i | -1% | i | i | i | 0% | i | 10%

The final 2 records of the part above are carried over, then new ones follow.
SMILES | Luciferase inh | Tau fil binding | Caspase-1 inhib | A350 fluor | Casp7 inh | Rhodamine fluor | Fluorescein autfl | TexasRed autofl | HEK293 cAMP ctrl | 4-MU autofl | ERK AVP block
Cc1c(NC(=O)C2CCN(S(=O)(=O)c3ccccc3)CC2)c(=O)n(-c2ccccc2)n1C | -2% | 22% | -4% | x | 0% | x | x | x | -4% | x | 5%
O=C(NCC(c1cccnc1)N1CCOCC1)Nc1ccccc1 (stereo not given) | -1% | -1% | -1% | i | -1% | i | i | i | 0% | i | 10%
CCOc1ccc(OCC)c(NC(=O)C2CCCN(S(=O)(=O)c3c(C)n[nH]c3C)C2)c1 (stereo not given) | -6% | 17% | 0% | x | -1% | x | x | x | 5% | x | -24%
COc1ccc(-n2c(=O)c(-c3ccc(F)cc3)nc3cnc(N4CCNCC4)nc32)cc1 | 1%[11.4 µM] | 1% | u | i | u | i | i | i | -11% | i | 37%[activator]
CCSCCOC(=O)C1=C(C)NC(=O)NC1c1cccc(OC)c1OC (stereo not given) | 0% | -2% | u | x | 0% | x | x | x | 3% | x | -10%
Cc1cc(C)nc(N2CCC(C(=O)NCc3cccc(C(F)(F)F)c3)CC2)n1 | 0% | -17% | -5% | i | 1% | i | i | u | 21% | i | 6%
CCC(=O)Nc1ccc(Cl)c(NC(=O)C(C)C)c1 | 1% | -17% | -1% | i | -1% | i | u | i | 0% | i | -11%
O=C(Nc1nn[nH]n1)c1nc(-c2ccccc2)cc(=O)[nH]1 | 3%[11.4 µM] | -7%[11.4 µM] | 3%[11.5 µM] | i | -2%[11.5 µM] | i | i | i | -8%[11.4 µM] | i | 0%[11.5 µM]
O=C(CN1CCC(C(=O)c2ccc(Cl)cc2)CC1)Nc1ccc2c(c1)OCCO2 | -2% | -25% | -3% | i | -1% | i | i | u | u | i | -28%
C/C=C/c1ccc(Oc2nnnn2-c2ccc(C(=O)O)cc2)c(OC)c1 | 2% | 9% | 0% | i | 0% | i | i | i | 8% | i | -17%
O=c1cc(-c2ccccc2O)oc2c(O)c(O)ccc12 | -22%[11.4 µM] | 40µM* | -2% | i | -7% | i | u | i | -3% | i | -4%
COc1cccc2cc(C(=O)C3=C(O)C(=O)N(CCN4CCOCC4)C3c3cccs3)oc12 (stereo not given) | 2% | -6% | -4% | u | -1% | i | i | i | 0% | i | -27%
O=c1c2ccccc2n2nnnc2n1-c1ccccc1 | 0% | 6% | 0% | i | 1% | i | u | i | -14% | i | 7%
O=C(NCc1ccc(F)cc1)N[C@@H](Cc1ccccc1)C(=O)O | 6% | 12% | -1% | i | -1% | i | i | i | 6% | i | -7%
CC(C)c1ccc(C(=O)N2CCN(CCO)CC2)cc1 | 0% | -2% | 1% | i | 0% | i | u | i | 1% | i | -14%
O=C(CSc1nc(N2CCCCC2)nc(N2CCCCC2)n1)N1CCN(c2ccccc2)CC1 | 0% | 24% | -2% | i | -1% | i | u | i | 6% | i | -30%
CC1CN(C(=O)c2cc(S(=O)(=O)N3CCCC3)c(Cl)cc2Cl)CC(C)O1 (stereo not given) | 2% | 2% | 1% | i | 0% | i | i | i | 4% | i | -19%
CN(CP(=O)(O)C(O)c1ccccc1)S(C)(=O)=O (stereo not given) | -5% | 1% | -3% | x | 2% | x | x | x | 2% | x | 3%
O=C(NCCC[N+]1=CC=N[C@H]1c1ccccc1)N1CCCc2nc(-c3ccc(Br)cc3)ccc21 | 1%[11.4 µM] | x | -3%[11.5 µM] | x | 0%[11.5 µM] | x | x | x | 14%[11.4 µM] | x | 11%[11.5 µM]
CCOC(=O)N1CCN(C(=O)c2cn(CC(C)C)c(=O)c3c2c2ccccc2n3C)CC1 | -2% | 5% | -1% | 5.8e-07M* | -1% | i | i | i | -1% | 5.5e-07M* | u
Cc1oc(C(=O)O)cc1COc1ccc2c(C)cc(=O)oc2c1 | -1% | 0% | 0% | 5.4e-08M* | -1% | i | i | i | 5% | 4.5e-08M* | -18%
O=C(O)CSCC(=O)Nc1cccc2ccccc12 | -3% | -7% | -1% | i | 1% | i | i | i | u | i | 10%
O=C(CCCn1c(=O)[nH]c2cc(Cl)ccc2c1=O)NCCCN1CCCC1=O | -2% | 3% | 0% | i | 2% | i | i | i | 3% | i | -17%
O=S(=O)(c1ccccc1)N(C1=NCCS1)S(=O)(=O)c1ccccc1 | 1% | -4% | 3% | i | 1% | i | u | u | 11% | i | -6%
CCN(CC)S(=O)(=O)c1cccc(-c2nnc(SCc3nnc(-c4cccs4)o3)n2N)c1 | -2% | -28% | -3% | u | -3% | i | i | u | 5% | i | -15%
CCOC(=O)C1=C(C)NC(=O)NC1c1cc(Br)c(O)c(OC)c1 (stereo not given) | 0% | 3% | 1% | i | -1% | i | i | i | 11% | i | -8%

Some of the compounds tested; count on the stated rates, not on these rows.
